Lipid storage S3 – qHTS Assay for Lipid Storage Modulators in Drosophila S3 Cells. Drosophila S3 cells, BODIPY lipid droplet fluorescence, 18-24 h; cells fed with added oleic acid. Potency in µM for hits, for the others lipid storage change, negative = inhibition, % at the top dose, mostly 46.1 µM. 320,000 tested, 0.64% active. AID 2685; active = well fitted inhibition curve with a large enough effect in the signal ratio, with a control signal flat, not every such curve was filed as active; inconclusive = small, poorly fitted or top-dose-only effect, or effect the other way, or a change in a side signal; the % refers to the signal ratio
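Laser-scanning cytometry quantifies lipid droplet accumulation (500–530 nm total intensity; droplet/cell object ratio) in oleic acid-fed (400 uM added) Drosophila S3 cells treated with a concentration series. 20 uM Triacsin C defined 100% inhibition.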
Lipid storage S3 cell count max – second read-out of Lipid storage S3, no call of its own (marks repeat the call); cell number change, %; measured here: cell count max response;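 cells counted by Cell Tracker Red CMTPX staining in the red channel; peak over a dose series mostly up to 46.1 µM; percent activity relative to internal control wells on each plate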
Starred values were filed as active, the others as inactive; i = inactive; ? = inconclusive; / = not tested or not shown. % is set by controls: 0 for no effect and ±100 for the full control effect; potency is the fitted concentration of half-maximal effect. An excerpt. The share of hits here may be higher or lower than overall.

Preview (5 entries):
SMILES | Lipid storage S3 | Lipid storage S3 cell count max
CCc1ccc(C(=O)NCc2cnn(C)c2)s1 | -6% | 20
C/C(=N\NC(=O)c1cccnc1)c1nnn(-c2nonc2N)c1C | ? | /
O=C(NCc1ccccc1)NC1(C(=O)N2CCN3CCCC3C2)CCCCC1 (centres undefined) | -1% | 15
Cn1cccc1Cc1nnc(SCC(=O)Nc2ccc(F)cc2F)n1-c1ccc(F)cc1 | ? | /
CCc1ccc(NC(=O)c2cnc3n(c2=O)CCS3)cc1 | ? | /

Main list, from the start:
SMILES | Lipid storage S3 | Lipid storage S3 cell count max
CCc1ccc(C(=O)NCc2cnn(C)c2)s1 | -6% | 20
C/C(=N\NC(=O)c1cccnc1)c1nnn(-c2nonc2N)c1C | ? | /
O=C(NCc1ccccc1)NC1(C(=O)N2CCN3CCCC3C2)CCCCC1 (centres undefined) | -1% | 15
Cn1cccc1Cc1nnc(SCC(=O)Nc2ccc(F)cc2F)n1-c1ccc(F)cc1 | ? | /
CCc1ccc(NC(=O)c2cnc3n(c2=O)CCS3)cc1 | ? | /
C/C(Cn1nc([N+](=O)[O-])cc1C)=N\NC(=O)c1cccc(Br)c1 | i | 27
COC(=O)C(Cc1ccccc1)NC(=O)CCc1c[nH]c2ccccc12 (centres undefined) | 15% | /
O=[N+]([O-])c1ccc(COc2ccccc2/C=N/O)cc1 | ? | /
NS(=O)(=O)c1ccc(N/C=C\C(=O)c2cccc3ccccc23)cc1 | ? | /
Cc1nnc(NC(=O)C2CC(=O)N(c3ccc4c(c3)OCCO4)C2)s1 (centres undefined) | 0% | 14
CCN(CC)c1ccc(NC(=S)NC(=O)c2ccco2)cc1 | -12% | -3
CCOC(=O)C(C)Oc1cccc2c(=O)n(CC(=O)Nc3cccc(OC)c3)ccc12 (centres undefined) | i | /
CCn1c2ccccc2c2cc(CC(N)=O)ccc21 | ? | /
CCC(C(=O)NCCCN1CC(C)CC(C)C1)n1ncn2c(cc3occc32)c1=O (centres undefined) | i | /
COc1ccccc1/C=C/C(=O)NCCC1=CCCCC1 | ? | /
COc1ccc(C(C)=O)cc1CSc1nc2ccccc2c(=O)n1-c1ccccc1C | ? | /
Cc1cc(Nc2ccc(Cl)cc2)nc(N)n1 | 2% | -21
O=C(Cc1ccccc1F)Nc1ccc(SC(F)F)cc1 | ? | /
O=C(CCn1cnc2ccccc2c1=O)Nc1cccc(Cl)c1 | ? | /
Cc1ccc2c(c1)sc1nc(=O)n(-c3ccc(Cl)cc3)c(=O)n12 | -2% | -11
CCC1CCCCN1Cc1nc(Cc2ccccc2Cl)no1 (centres undefined) | -8% | -4
CCOC(=O)N1CCC(n2c(SCC(=O)Nc3nccs3)nc3ccsc3c2=O)CC1 | -22% | -19
O=C(NCc1ccc(F)cc1)C1CCN(S(=O)(=O)N2CCCCC2)CC1 | ? | /
O=C(Nc1ccc2c(c1)CCC2)c1ccccc1Br | 27% | 29
Cc1cccc(C(=O)Nc2cccc(OCC(=O)O)c2)c1 | ? | /
Cc1ccc(OC(=O)N2CCOCC2)cc1 | ? | /
CCn1c(Cc2cccs2)nnc1SCC(=O)NC1CC1 | ? | /
Cc1ccc(NC(=O)c2ccccn2)c(Br)c1 | ? | /
Cc1ccc(NC(=O)NCCCN2CCCC2=O)cc1C | 18% | -1
CCOC(=O)Cc1csc(NS(=O)(=O)c2cccc([N+](=O)[O-])c2)n1 | i | 11
Cc1cc(O)c(C2(O)C(=O)Nc3cc(Br)ccc32)cc1C (centres undefined) | -3% | -25
O=C(C1CCCN(CCCc2ccccc2)C1)N1CCCCC1 (centres undefined) | ? | /
C/C(=N/NC(=O)CSc1nc2ccccc2n1C)c1ccc(O)cc1 | 16% | -3
Cc1ccc(CN2C(=O)CCC2C(=O)NC(C)C)cc1 (centres undefined) | i | 13
CCCCOc1ccc(/C(N)=N/O)cc1 | 20% | 1
CCCc1cc(=O)oc2cc(OCC(=O)NCCc3c[nH]c4ccccc34)ccc12 | ? | /
Cc1ccccc1C1CC(c2ccc(F)cc2)Nc2nc(N)nn21 (centres undefined) | ? | /
Cc1ccc(NC(=S)Nc2ccc3nc(-c4ccccn4)c(-c4ccccn4)nc3c2)cc1C | ? | /
CCN(C(=O)COC(=O)c1ccccc1NC(=O)c1ccco1)C1CCS(=O)(=O)C1 (centres undefined) | 5% | -16
CC1Oc2ccccc2C=C1/C=N/NC(=O)c1ccccc1 (centres undefined) | 3% | -10
CCC(C)NC(=S)N(Cc1cc2cc(C)ccc2n2nnnc12)CC(C)(C)NC(C)C (centres undefined) | i | -17
O=C(Nc1ccc(NC(=O)c2cc3ccccc3o2)cc1)c1ccc2c(c1)OCCO2 | i | /
Cc1ccc(OCC(=O)N(Cc2ccccc2)C(C)(C)C)c([N+](=O)[O-])n1 | 11% | -1
CC(C)(C)c1ccc(COC(=O)CN2C(=O)NC3(CCCC3)C2=O)cc1 | ? | /
O=C(CSc1nnc(CNC(=O)c2cccs2)o1)NCc1ccc(F)cc1 | ? | /
CCc1nn(C)c(-c2n[nH]c(=S)n2N)c1Cl | ? | /
COc1cccc(NC(=O)CN2C(=O)NC(C)(CCC(C)C)C2=O)c1 (centres undefined) | 16% | 17
CCOC(=O)C1=C(O)CSC1=Nc1ccc(Cl)cc1 | ? | /
COc1ccc([N+](=O)[O-])cc1NC(=S)Nc1ccccc1 | ? | /
CC(C)CC(C(=O)O)C(C)CC(=O)Nc1ccn(-c2ccccc2)n1 (centres undefined) | 2% | 9

Four structures already listed, ordered by molecular weight, ascending.
SMILES | Lipid storage S3 | Lipid storage S3 cell count max
COc1ccc([N+](=O)[O-])cc1NC(=S)Nc1ccccc1 | ? | /
COc1cccc(NC(=O)CN2C(=O)NC(C)(CCC(C)C)C2=O)c1 (centres undefined) | 16% | 17
O=C(CSc1nnc(CNC(=O)c2cccs2)o1)NCc1ccc(F)cc1 | ? | /
CCC(C)NC(=S)N(Cc1cc2cc(C)ccc2n2nnnc12)CC(C)(C)NC(C)C (centres undefined) | i | -17

Continued:
SMILES | Lipid storage S3 | Lipid storage S3 cell count max
CCCn1c(SCC(=O)NCc2ccccc2)nnc1-c1ccncc1 | ? | /
COC(=O)c1ccc(NC(=O)N2CCCC(C(=O)c3ccccc3OC)C2)cc1 (centres undefined) | ? | /
CCN1CCN(c2nnc(-c3ccc(F)cc3)c3ccccc23)CC1 | ? | /
CNc1ccccc1C(C)(C)c1cc(-c2cccc(Br)c2)no1 | 1.5µM* | -5.1*
O=C(Nc1ccc(N2CCOCC2)cc1)c1ccc2c(c1)OCO2 | 2% | 12
COc1cccc(N2CCN(C(=S)NCCc3ccccc3)CC2)c1 | ? | /
CCCC(=O)Nc1cccc(-c2nc3ccccc3c(=O)o2)c1 | 21% | /
NC(=O)CC(NC(=O)Cc1ccc(Br)cc1)c1ccc(NCCc2ccc(F)cc2)c([N+](=O)[O-])c1 (centres undefined) | -4% | 18
Cc1ccc(S(=O)(=O)N2CCN(C(=O)CSc3nnc(C)c(=O)[nH]3)CC2)cc1 | ? | /
CC(=C1C2C=CC1C1C(=O)NC(=O)C21)c1ccccc1 (centres undefined) | i | -6
O=C(CN1C(=O)c2cccc([N+](=O)[O-])c2C1=O)N1CCN(S(=O)(=O)c2ccccc2)CC1 | -5% | -1
CCCCn1c(N)c(N(CC(C)C)C(=O)CSC(C)C(=O)Nc2cc(C)on2)c(=O)[nH]c1=O (centres undefined) | ? | /
CC(C)CN(C(=O)CSc1nnc(-c2ccco2)o1)c1c(N)n(Cc2ccccc2)c(=O)[nH]c1=O | ? | /
Nc1nonc1NC(=O)CSc1nc2ccccc2s1 | ? | /
COc1ccc(Br)cc1C(=O)NC(=S)Nc1ccc(Cl)c(C(=O)O)c1 | 1% | 0
COc1ccccc1C(=O)N/N=C(\C)c1ccc(NC(=O)Cc2ccccc2)cc1 | -12% | -15
COC(=O)Cn1cnc2c(nnn2-c2ccc(C)cc2)c1=O | ? | /
CC(=O)N1CCC2(CC1)C(C#N)=C(N)Oc1n[nH]c(C(F)(F)F)c12 | -2% | 6
CCN(CC)c1ncnnc1-c1ccccc1 | -6% | 25
NC(=O)c1ccc2nc(-c3ccccc3)c(-c3ccccc3)nc2c1 | 1% | -18
CCCCn1c(N)c(N(CC)C(=O)/C=C/c2ccco2)c(=O)[nH]c1=O | ? | /
Cc1c(Cl)cccc1NC(=O)COC(=O)C12CC3CC(CC(O)(C3)C1)C2 | ? | /
COc1ccc(N2C3=C(C(=O)CC(C)(C)C3)C(c3ccccc3OC)C3=C2CC(C)(C)CC3=O)cc1 | 2% | -11
O=C(CSc1nnc(C2CCCCC2)o1)Nc1ccccc1Cl | ? | /
CCCCN1C(=O)NC(c2ccc(OC)cc2)C(C(=O)OCc2ccccc2)=C1C (centres undefined) | i | 10
S=C(Nc1ccc(Cl)c(Cl)c1)N1CCCC1 | ? | /
Cc1ccc(CS(=O)(=O)CCC(=O)NCCC(C)C)cc1 | ? | /
O=C(c1ccc2c3c(cccc13)CC2)N1CCOCC1 | 26% | 5
CCOc1ccc(CCNC(=O)C2CCCN(c3ncnc4c3nc3n4CCCCC3)C2)cc1 (centres undefined) | ? | /
Nc1nc(N)c(N=O)c(OCC2CCCCC2)n1 | ? | /
COc1ccc(CNc2nc3ccccc3s2)cc1OC | ? | /
Cc1cc(NC(=O)CN(C)S(=O)(=O)c2ccc(-c3ccc(=O)[nH]n3)s2)ccc1Br | ? | /
Cc1ccc(S(=O)(=O)N2CCN(C3CC4CCC3C4)CC2)cc1 (centres undefined) | ? | /
COc1ccc(-c2oc3ccc(-c4cc(OC)c(OC)c(OC)c4)cc3c2-c2ccc(OC)nc2)cc1 | ? | /
FC(F)(F)c1cnc(C(c2ccccc2)c2ncn[nH]2)c(Cl)c1 (centres undefined) | ? | /
Cc1cc(C=O)c(C)n1-c1ccc(Oc2ccc([N+](=O)[O-])cn2)cc1 | ? | /
CC1(C)CC(=O)C2=C(C1)OC(N)=C(C#N)C2c1ccc(OC(=O)N2CCOCC2)cc1 (centres undefined) | 11% | 3
S=C(NCc1ccccn1)Nc1ccccc1 | 8% | /
COc1cccc([C@@H]2Oc3ccc(Br)cc3C(=O)[C@H]2OC(=O)NC2CCCC2)c1 | 1% | 11
Cc1ccc(-c2nc3cc(Cl)ccc3o2)cc1 | ? | /

A second format for some results above.
Each structure is followed by: Lipid storage S3, Lipid storage S3 cell count max
Cc1ccc(S(=O)(=O)N2CCN(C3CC4CCC3C4)CC2)cc1 (centres undefined)
 : ?, /
COc1ccc(-c2oc3ccc(-c4cc(OC)c(OC)c(OC)c4)cc3c2-c2ccc(OC)nc2)cc1
 : ?, /
FC(F)(F)c1cnc(C(c2ccccc2)c2ncn[nH]2)c(Cl)c1 (centres undefined)
 : ?, /
Cc1cc(C=O)c(C)n1-c1ccc(Oc2ccc([N+](=O)[O-])cn2)cc1
 : ?, /

(cont.)
SMILES | Lipid storage S3 | Lipid storage S3 cell count max
CC(=O)Nc1cccc(NC(=S)Nc2cccc(Cl)c2C)c1 | ? | /
CCN(CC)CCN1C(=O)C(=O)/C(=C(/O)c2c(C)[nH]c(C(=O)OC)c2C)C1c1ccccc1 (centres undefined) | -1% | -7
COc1ccc(CNC(=O)[C@H](Cc2c[nH]c3ccccc23)NC(=O)[C@@H]2Cc3ccccc3CN2)cc1 | ? | /
CCOC(=O)c1c(NC(=O)CN2C(=O)NC3(CCCCC3C)C2=O)sc(C)c1CC (centres undefined) | 7% | 9
CC(=O)Nc1ccc(NC(=O)C(NS(=O)(=O)c2cccc3nsnc23)C(C)C)cc1 (centres undefined) | i | -20
COc1ccc(CN(C)Cc2nc3scc(-c4ccccc4)c3c(=O)[nH]2)cc1OC | 17% | /
COc1ccc(C)cc1S(=O)(=O)Nc1cc(Cl)ccc1Cl | -1% | 4
CCCS(=O)(=O)N1CCC(C(=O)NC2CCC(C)CC2)CC1 (centres undefined) | 17% | 3
O=C(Nc1ccc(S(=O)(=O)NCC2CCCO2)cc1)c1ccc(F)cc1 (centres undefined) | ? | /
CC1CCN(C(=S)NC(=O)c2ccco2)CC1 | 19% | 16
CCCc1cc(-c2nc(-c3ccc(Cl)cc3)cs2)ccn1 | ? | /
COc1ccc(C(=O)Nc2ccccc2C)cc1S(=O)(=O)N1CCOCC1 | ? | /
Cc1cc(C(=O)COc2ccc(C#N)cc2)c(C)n1-c1ccc2c(c1)OCO2 | ? | /
O=C(COc1cccc(C(F)(F)F)c1)Nc1cccnc1 | -7% | 29
COC(=O)c1ccc(C(c2c(C)[nH][nH]c2=O)c2c(C)[nH][nH]c2=O)cc1 | i | /
N#CC1=C(N)C(C#N)(C#N)C(c2cccnc2)C2CN(C(=O)OCc3ccccc3)CC=C12 (centres undefined) | ? | /
CCOC(=O)N1CCN(C(=O)c2cc3cc(OC)c(OC)cc3[nH]2)CC1 | -14% | -10
CC1CC(C)(C)NC(=S)N1CCC(=O)N1CCc2ccccc21 (centres undefined) | ? | /
Cc1nc(C)c(C(=O)O)s1 | ? | /
COc1ccc(CC(=O)Nc2cccc(-c3ccc4nncn4n3)c2)cc1OC | ? | /
CCOC(=O)CNC(=O)CNC(=O)c1nn(-c2ccc(OC)c(Cl)c2)c(=O)c2ccccc12 | -1% | 8
CCN(CC)C(=O)CNC(=S)N(CCCN1CCOCC1)Cc1cccs1 | 13% | -4
O=C1c2ccccc2-c2nnc(-c3ccc(F)cc3)cc21 | ? | /
COc1ccc(OC(=O)CCc2c[nH]c3ccccc23)cc1 | 4% | -16
